Pf apPOL block: Pf-apPOL inhibitors, biochemical, fluorescence | 210,000 tested, 0.25% active | Recombinant Pf-apPOL, molecular beacon fluorescence, 1.5 h | inhibition, % at 10 µM | Plasmodium falciparum apicoplast DNA polymerase (apPOL)
mHTT CaM bind: mutant huntingtin-calmodulin interaction inhibitors – biochemical, AlphaScreen, primary screen. P42858. AlphaScreen His-mHTT/GST-CaM binding, luminescence. inhibition, % at 15 µM. 190,000 tested, 3.6% active. AID 1671202, 2021;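 note: 0% = both proteins with DMSO and 100% = one protein alone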
Numbers without * were called inactive; i = inactive; . = not tested or not shown; & = joins results of further samples; ! = not confirmed by another sample. Cut-off read from the data, not from the text of the source: active = inhibition above about 50%; inactive = the rest.

SMILES | Pf apPOL block | mHTT CaM bind
CC1=C(C(=O)N2CCN(c3cccc(C(F)(F)F)c3)CC2)C2(CCCCC2)OC1=O | -2.5 | -0.3
CC(=O)NCC(=O)NC1(C(=O)NC2CCCC2)CCCCC1 | -5.2 | 1.0
O=S(=O)(NCCNc1ccc(Nc2ccncc2)nn1)c1ccccc1F | -1.3 | -10.7
Cc1ccc(N2C(N)=C(C#N)C(c3cccs3)C3=C2CC(C)(C)CC3=O)cc1 (stereo not drawn) | 7.1 | 11.0
CN1C(=O)C(CO)NC1=S (stereo not drawn) | . | 12.7
CC1(C)SCC(C(=O)O)N1C=O (stereo not drawn) | . | -3.6
CC(=NO)c1ccc(C#Cc2ccccc2)s1 | -5.3 | .
CCCn1c2ccccc2c2nnc(SCC(=O)NC3CCCC3)nc21 | -0.6 | 8.0
O=C(NCc1ccc2c(c1)OCO2)c1ccc(CSCc2c(F)cccc2Cl)o1 | -10.6 | 23.0
O=C1CCC(N2C(=O)c3ccccc3C2=O)C(=O)N1 (stereo not drawn) | 7.1 | .
Cc1cccc(CN[C@@H]2CC[C@@]34CCCN3C(=O)CCC[C@H]4C2)c1 | -4.2 | 6.3
Cc1nc(-c2ccc(NC(=S)Nc3cccc(C(F)(F)F)c3)cc2)c(-c2ccccc2)o1 | 0.7&0.4 | .
CCCNc1cc(N2CCC(CCC(=O)NCc3ccccc3F)CC2)ncn1 | -1.1 | 4.1
COc1ccc(NC(=O)Cn2nc([N+](=O)[O-])cc2C)cc1OC | -0.2 | 4.0
CC1CCCCN1C(=O)N1CCOCC1 (stereo not drawn) | . | -5.9
O=C(Nc1ccon1)c1ccc(-n2cccn2)nn1 | 0.7 | -10.6
Cc1ccc(-n2cc(C(=O)N3CCN(Cc4ccccc4)CC3)nn2)cc1 | -4.3 | -6.1
COc1ccc(-n2c(=O)c3ccccc3n(CC(=O)NCc3ccco3)c2=O)cc1 | 2.9 | 11.6
O=C(C(Cc1ccccc1)N1C(=O)c2ccccc2C1=O)N1CCCCCC1 (stereo not drawn) | -1.8 | 7.0
Cc1ccc(C(=O)N2CCC(c3nc(C(=O)N4CCCC4)c(C)o3)CC2)cc1 | -7.1 | 5.8
CC1CN(C(=O)C(C)Oc2ccccc2)CC(C)O1 (stereo not drawn) | 1.9 | -1.7
COc1ccc(CCNC(=O)N(Cc2ccccn2)Cc2ccco2)cc1 | -15.8 | -7.4
Cc1ccccc1CNC(=O)CN1C(=O)CCCc2ccccc21 | -5.0 | -1.1
CCc1nc(SCC(=O)N(CC)CC)c(C#N)c2c1CCCC2 | -3.6 | -8.0
Cn1nc(C(=O)N2CCCC(c3nnc(-c4cccs4)o3)C2)ccc1=O (stereo not drawn) | -3.9 | -13.3
O=C(c1nc(-c2cccc(F)c2)n2c1CCCCC2)N1CCN(Cc2ccccc2)CC1 | -1.9 | 46.1
COc1ccc(Br)cc1S(=O)(=O)NCCCN1CCOCC1 | -2.7 | -2.0
Cc1cc(S(=O)(=O)N2CCC(c3nc(C(=O)N(C)C)c(C)o3)CC2)ccc1F | -1.1 | 0.7
CCOC(=O)Cn1cc(CN2CCCC2c2cc(C(C)C)on2)c2ccccc21 (stereo not drawn) | -2.8 | 13.4
Cc1cc(C)cc(N=C2NC(=O)/C(=C/c3ccccc3[N+](=O)[O-])S2)c1 | 2.8 | 19.0
COCC(C)NC(=O)c1ccc(OC)cc1 (stereo not drawn) | 5.8 | -1.5
COc1ccccc1-n1cc2c(c1-c1ccccc1)c(=O)n(C)c(=O)n2C | -8.2 | 26.0
CCC(=O)Oc1ccc2cc(-c3ccc(OC)c(OC)c3)c(=O)oc2c1 | -5.2 | -13.2
Cc1ccc(Oc2nccnc2N2CCCC(C(=O)NCc3ccccc3Cl)C2)cc1 (stereo not drawn) | -4.5 | -5.9
CCN(CC)C(=O)c1cc(-c2cccc(C)c2)on1 | -5.6 | 21.4
COc1ccc(S(=O)(=O)N2CCSC2c2cc(OC)ccc2OC)cc1 (stereo not drawn) | 4.7 | 9.0
COc1ccccc1NC(=O)C(=O)NCc1cccs1 | 0.7 | -0.4
CCCN1CCN(C(=O)c2ccc(-c3cccs3)nc2)CC1 | -4.6 | -6.4
Cc1ccc(S(=O)(=O)N2CCN(c3cc(Cl)ccc3C)C(=O)C2C)cc1 (stereo not drawn) | -0.2 | 8.4
CCN1CCC2(CC1)N=C(c1ccc(F)cc1)CC(c1cccc(OC)c1O)N2 (stereo not drawn) | 0.6 | 9.8
C=CCNCc1cccn1-c1sc2c(c1C#N)CCCC2 | 2.7 | 12.0
c1cncc(-c2n[nH]c(C3CCCN3)n2)c1 (stereo not drawn) | -5.4 | 5.9
Cc1cccc(NC(=O)Cn2c(=O)n(-c3ccc(F)cc3F)c(=O)c3sccc32)c1 | -1.4 | 5.0
COCCC1CCN(C(=O)c2cnccn2)CC1 | -2.0 | -8.4
O=C(O)c1nc(-c2ccc([N+](=O)[O-])cc2)nc2ccccc12 | -2.2 | 0.4
Cc1cc2[nH]c(C(=O)Nc3ccc(F)c(F)c3F)c(CN3CCOCC3)c2s1 | 33.3 | 21.9
CC(C)N(C(=O)Cn1c(CCCO)nc2ccccc21)c1ccccc1 | -1.9 | 11.0
Cc1ccc(-n2nc3c(c2NC(=O)c2ccc(C(C)(C)C)cc2)CS(=O)(=O)C3)cc1 | -3.9 | 18.0
COc1ccc2c(c1)C(=O)C(C1(O)C(=O)Nc3ccccc31)CC2 (stereo not drawn) | 2.5 | 2.6
CCOCC(=O)Nc1nc2c(s1)CN(S(=O)(=O)c1ccc(C)cc1)CC2 | -5.3 | 12.9
The list continues.
SMILES | Pf apPOL block | mHTT CaM bind
O=C(Nn1cnnc1)c1ccc([N+](=O)[O-])cc1 | 0.8&-3.4 | 0.4
COc1cc(C(=O)NC(C)c2ccccc2)cc(OC)c1OC (stereo not drawn) | -3.5 | .
O=C(CC1NCCCNC1=O)Nc1cc(Cl)ccc1Cl (stereo not drawn) | 5.4 | .
CC(C)(C)c1ccc(OCC(=O)O/N=C(\N)c2ccncc2)cc1 | -49.5 | i
COCCN(Cc1ccsc1)C(=O)C1(c2cccs2)CCCC1 | -4.4 | -19.8
Cc1cccc(OCCCN2CCOCC2)c1 | -1.8 | -2.1
CC1(C)COC(CCCOc2ccc(Cl)cc2Cl)=N1 | 0.5 | -2.0
O=C(c1ccc(Cl)s1)N1CCCn2nc(-c3ccncc3)cc2C1 | -4.6 | 0.7
Cc1ccc(-c2nnc(N3CCC(C(=O)NCc4cccc(C)c4)CC3)o2)cc1 | -3.6 | -2.9
Cc1ccc(NC(=O)C2OC3OC(C)(C)OC3C3OC(C)(C)OC23)cc1F (stereo not drawn) | -1.5 | 3.8

Reformatted: entries from further up
Each structure is followed by: Pf apPOL block | mHTT CaM bind
O=C(O)c1nc(-c2ccc([N+](=O)[O-])cc2)nc2ccccc12
  -2.2 | 0.4
Cc1cc2[nH]c(C(=O)Nc3ccc(F)c(F)c3F)c(CN3CCOCC3)c2s1
  33.3 | 21.9
CC(C)N(C(=O)Cn1c(CCCO)nc2ccccc21)c1ccccc1
  -1.9 | 11.0
Cc1ccc(-n2nc3c(c2NC(=O)c2ccc(C(C)(C)C)cc2)CS(=O)(=O)C3)cc1
  -3.9 | 18.0
COc1ccc2c(c1)C(=O)C(C1(O)C(=O)Nc3ccccc31)CC2 (stereo not drawn)
  2.5 | 2.6
CCOCC(=O)Nc1nc2c(s1)CN(S(=O)(=O)c1ccc(C)cc1)CC2
  -5.3 | 12.9
O=C(Nn1cnnc1)c1ccc([N+](=O)[O-])cc1
  0.8&-3.4 | 0.4
COc1cc(C(=O)NC(C)c2ccccc2)cc(OC)c1OC (stereo not drawn)
  -3.5 | .
O=C(CC1NCCCNC1=O)Nc1cc(Cl)ccc1Cl (stereo not drawn)
  5.4 | .
CC(C)(C)c1ccc(OCC(=O)O/N=C(\N)c2ccncc2)cc1
  -49.5 | i
COCCN(Cc1ccsc1)C(=O)C1(c2cccs2)CCCC1
  -4.4 | -19.8
Cc1cccc(OCCCN2CCOCC2)c1
  -1.8 | -2.1
CC1(C)COC(CCCOc2ccc(Cl)cc2Cl)=N1
  0.5 | -2.0

Next section:
SMILES | Pf apPOL block | mHTT CaM bind
N#C/C(=C\c1cc2c(cc1Br)OCO2)C(=O)Nc1cc([N+](=O)[O-])ccc1Cl | 3.3 | 10.0
O=C(Nc1nc2ccsc2c(=O)s1)C1CCC1 | 0.6 | .
CC(=O)Nc1ccc(C(=O)NCc2ccc(C)cc2)c(N2CCCCC2)c1 | -5.6 | 38.5
Nc1cc(C2CCN(C(=O)CC3CCCCC3)CC2)no1 | -3.0 | 0.2
COc1ccc(CN2CCN(Cc3cc(OC)c(OC)cc3[N+](=O)[O-])CC2)cc1OC | 4.9 | -8.8
CCOc1ccccc1NC(=O)N1CCC(N2CCN(Cc3ccc(F)cc3)C2=O)CC1 | -0.3 | 36.2
Cc1cccc(N2C(=O)CSC23C(=O)Nc2ccc(Br)cc23)c1 (stereo not drawn) | 2.5 | 45.0
CCN(CC)C(=NS(=O)(=O)c1ccccc1)c1ccc(Cl)cc1 | 3.6 | -3.0
O=C(C1CCCN(c2cn[nH]c(=O)c2)C1)N1CCc2ccccc2C1 (stereo not drawn) | -4.7 | -6.7
COCc1nnc(NC(=O)c2cc(OC)c(OC)cc2[N+](=O)[O-])s1 | -1.4 | -1.3
COc1ccccc1/C=C1\N=C(c2cc([N+](=O)[O-])cc([N+](=O)[O-])c2)OC1=O | -9.3 | 22.0
Cc1ccc2nc(/C(C#N)=C/c3ccc(Cl)cc3)[nH]c2c1 | 8.8 | 0.8
O=C(NCCc1cscn1)C1CCN(C(=O)c2cccc(Cl)c2)CC1 | -4.2 | -9.2
COc1ccc(S(=O)(=O)N2CCC(c3cc(-c4cccc(OC)c4)n[nH]3)CC2)cc1 | -4.1 | 11.1
CCOC(=O)c1nc(Cn2cc(Br)cn2)no1 | . | -6.3
CCCNC(=O)C1COC2(CCCCC2)N1C(=O)c1ccc(C(F)(F)F)cc1 (stereo not drawn) | 0.7 | 2.2
Cc1ccc(S(=O)(=O)NCCNS(C)(=O)=O)cc1[N+](=O)[O-] | -0.6 | -1.4
O=C(c1csc(N2CCN(c3ccc(Cl)cc3)CC2)n1)N1CCOCC1 | -10.6 | 9.9
COc1cc(C(=O)N(CCC#N)Cc2ccncc2)cc(OC)c1OC | -7.5&6.1 | .
O=C(CSc1nc2ccc(Br)cc2c(=O)n1-c1ccccc1)NC1CCCC1 | -2.2 | -1.4
CCOC(=O)Cc1csc(NC(=O)COc2ccc(Cl)cc2)n1 | -7.9 | -23.6
Cc1ccc(N2CN=c3s/c(=C\c4ccccn4)c(=O)n3C2)cc1 | -0.3 | -1.0
COc1cc2c(cc1OC)C(COc1ccc3c(C)cc(=O)oc3c1)N(C(=O)c1ccc(Cl)cc1)CC2 (stereo not drawn) | -0.2 | 0.0
COc1ccc2c(c1)CC/C2=N\OC(=O)C12CC3CC(CC(C3)C1)C2 | 10.7 | i
CCOC(=O)c1ccc(NC(=O)N2CCn3c(C)ccc3C2CC)cc1 (stereo not drawn) | 0.0 | 5.2
Oc1[nH]c2ccccc2c1C1=NCCC1 | -2.0 | 4.3
Cn1c(C2CCN(S(=O)(=O)c3cc(Cl)cc(Cl)c3)C2)nc2ccncc21 (stereo not drawn) | 5.8 | 6.5
CCS(=O)(=O)N1N=C(c2ccccc2)CC1c1cc2cc(OC)c(OC)cc2nc1Cl (stereo not drawn) | 1.8 | 21.0
C=CCN1[C@@H](C)COc2cccc(F)c2S1(=O)=O | -1.3 | -2.2
Cc1ccc(NC(=O)N2CCCC2c2ccc(Cl)cc2)cc1 (stereo not drawn) | -6.0 | -1.4
CCn1ccc(C(=O)N2CCCC(c3nc(CCNC(=O)C4CC4)cs3)C2)n1 (stereo not drawn) | -4.0 | -5.7
COc1ccc(C/C(N)=N/OC(=O)COc2ccc(Br)c(C)c2)cc1 | -3.5 | i
COc1cccc(OC)c1C(=O)NC(=O)Oc1c(F)cccc1F | -1.4 | .
Cc1ccnc(Nc2nc(-c3cccnc3)cs2)c1 | 71.9*! | 7.0&3.1
O=C(c1cccc(Cl)c1)N1CCc2nc3cc[nH]n3c(=O)c2C1 | -1.6 | -5.8
O=C(Nc1c2c(nn1-c1ccc(F)cc1)CSC2)c1cccc([N+](=O)[O-])c1 | -3.3 | 26.0
CC(=O)Nc1cccc(NC(N)=Nc2nc(C)cc(C)n2)c1 | -9.3 | -2.1
Cc1ccc(C23CC4CC(CC(C(=O)NN)(C4)C2)C3)cc1 | -6.5 | 5.4
COc1ccc(C=C2CC3C4CCc5cc(O)ccc5C4CCC3(C)C2=O)cc1 (stereo not drawn) | -9.0 | 7.7
COc1cn(CC(=O)N2CCc3ccccc32)c(CSc2nnnn2C)cc1=O | -6.8 | 1.8
O=C(NC1CCCCCC1)c1ccn2c(-c3ccccc3)nnc2c1 | -3.1 | -6.5
COc1ccc(C)cc1NC(=O)C1CC(=O)N(c2ccc3c(c2)CCN3C(=O)C2CC2)C1 (stereo not drawn) | -2.2 | -1.0
O=C1C=C(c2ccccc2)CC(c2cccs2)C1n1cnc([N+](=O)[O-])c1 (stereo not drawn) | -0.2 | 25.9
Cc1ccc(NC(=O)N2CCOCC2)cc1 | 0.1 | -9.8
CCNC(=O)C1Cc2ccc(OC)cc2N2CCN(c3ccccc3F)CC12 (stereo not drawn) | -3.6 | 21.0
O=S1(=O)CC(N2CCCC2)CN1Cc1cn(Cc2ccccc2)nn1 (stereo not drawn) | -2.1 | -5.1
COc1ccc(C2=NOC(C(=O)Nc3cccnc3)C2)cc1 (stereo not drawn) | -2.4 | -10.6
COc1ccc2c(c1)OC(=Cc1cccc(Cl)c1)C2=O | 0.8 | 11.1
O=C1OC2CC1N(C(=O)c1ccsc1)C2 (stereo not drawn) | -3.2 | -10.2
